Screening results as filed in PubChem.
MITF inh: human MITF inhibition, primary screen. O75030. AlphaScreen MITF homodimerization, bead proximity signal. inhibition, % at 2.6 µM. 650,000 tested, 0.91% active; in the data active means inhibition above about 50%;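 further: 0% = vehicle wells with protein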
TEAD-YAP inh: TEAD-YAP interaction inhibition; inhibition, % at 9.12 µM; 640,000 tested, 1.4% active; HEK-TIYL cells, TEAD-Gal4/YAP UAS-luciferase luminescence; in the data active means inhibition above about 32%;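 further: 0% = median of test compound wells and 100% = reference inhibitor wells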
FBW7 act: activators of human E3 ligase FBW7; Q969H0; AlphaScreen FBW7–phospho-cyclin E peptide binding, activator screen; normalized activity (activation), % at 26.1 µM; 650,000 tested, 0.13% active; AID 1259310; in the data active means normalized activity above about 1.9%;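 further: purified mutant Fbw7 with reduced substrate affinity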
Target sequence (Q969H0 whole entry, looked up): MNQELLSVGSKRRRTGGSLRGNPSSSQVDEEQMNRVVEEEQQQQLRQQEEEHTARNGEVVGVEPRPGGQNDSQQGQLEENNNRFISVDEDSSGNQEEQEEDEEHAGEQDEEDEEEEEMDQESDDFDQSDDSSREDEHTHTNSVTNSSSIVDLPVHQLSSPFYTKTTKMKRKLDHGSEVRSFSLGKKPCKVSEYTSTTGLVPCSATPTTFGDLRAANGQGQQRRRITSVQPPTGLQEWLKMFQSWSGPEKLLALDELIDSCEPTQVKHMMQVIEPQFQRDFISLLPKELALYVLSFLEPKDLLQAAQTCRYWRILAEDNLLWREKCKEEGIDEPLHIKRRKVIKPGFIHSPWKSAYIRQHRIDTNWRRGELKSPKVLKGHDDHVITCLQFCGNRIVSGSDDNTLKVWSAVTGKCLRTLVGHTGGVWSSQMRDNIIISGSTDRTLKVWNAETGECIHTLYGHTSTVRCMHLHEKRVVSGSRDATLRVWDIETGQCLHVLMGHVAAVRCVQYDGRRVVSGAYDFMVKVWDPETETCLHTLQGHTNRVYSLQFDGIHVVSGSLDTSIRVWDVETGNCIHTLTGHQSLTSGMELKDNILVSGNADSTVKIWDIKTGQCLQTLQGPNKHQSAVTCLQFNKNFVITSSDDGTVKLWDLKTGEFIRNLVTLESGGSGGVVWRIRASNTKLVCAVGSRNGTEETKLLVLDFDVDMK
GPR151 activ: activators of human GPR151 | 650,000 tested, 1% active | PathHunter beta-arrestin GPR151 cells, luminescence | AID 1508602 | activation, % at 11.2 µM; in the data active means activation above about 4.9%;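 further: 0% = median of compound wells and 100% = cells with positive control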
An asterisk follows results filed as active.

SMILES	MITF inh	TEAD-YAP inh	FBW7 act	GPR151 activ
COc1cc2[nH]c(=S)n(C3CC(C)(C)NC(C)(C)C3)c(=O)c2cc1OC	11	-2	-0.1	7.2*
Cc1sccc1/C=N/Nc1cccc([N+](=O)[O-])c1	6	-6	-0.1	-2.0
CC(=O)N1CCC(N(C(=O)Nc2ccc(Cl)cc2)C2CCCCCC2)CC1	7	-4	0.1	1.0
Cc1ccc(C(=O)Oc2coc(CSc3nccc(C)n3)cc2=O)cc1	-7	-2	0.5	-1.3
CCOC(=O)c1c(C)oc2ccc(NS(=O)(=O)c3ccc(F)c([N+](=O)[O-])c3)cc12	19	11	-0.1	0.8
Cc1ccc(CNC(=O)CSc2nc3[nH]ncc3c(=O)[nH]2)cc1	2	-1	0.0	-1.2
O=C(CSc1nc(=O)n2ccccc2n1)N1CCc2ccccc21	14	1	0.2	2.0
Cc1ccc(-c2cc(-c3ccc(Cl)cc3)c(C#N)c(N)n2)o1	-3	2	-0.2	-0.8
Cc1noc(C(=O)NC2CCCC2)c1Cl	14	0	-0.1	-1.1
Cc1ccc(N(CC(O)CN2CCCC2)S(=O)(=O)c2ccccc2)cc1 (configuration not stated)	5	5	0.1	-0.5
CCOC(=O)C(NC(=O)CC)(Nc1ccc(S(=O)(=O)Nc2nc(C)cc(C)n2)cc1)C(F)(F)F (configuration not stated)	5	-7	0.1	-0.2
COc1ccc(-c2nn(-c3ccccc3)cc2/C=N/O)cc1	18	-29	0.6	1.9
COc1ccc(NC(=O)c2ccc(S(=O)(=O)N(C)CC3CCCO3)cc2)c2ccccc12 (configuration not stated)	13	-2	0.1	-0.7
COc1ccc(CCNC(=O)c2nnn(-c3cccc(C(F)(F)F)c3)c2N)cc1OC	16	-1	0.3	-0.6
O=C1[C@@H]2C[C@H](NCc3cc4ccccc4s3)CN2C(=O)[C@H]2CCCN12	9	0	-0.1	1.7
CCOC(=O)c1ccc(N2C(=O)C(CC(=O)Nc3ccc(C(=O)OC)cc3)N(CCN3CCOCC3)C2=S)cc1 (configuration not stated)	-11	-6	-0.1	0.1
COCCNC(=O)c1ccc2c(=O)n(Cc3ccc(Cl)cc3)c(SCc3cccc([N+](=O)[O-])c3)nc2c1	-16	-3	-0.1	-0.7
COc1cc(OC)cc(C(=O)NCCn2c(C)cc3ccccc32)c1	15	-17	-0.4	0.6
COc1ccc(C=C2C(=O)c3ccccc3C2=O)cc1OCC(=O)NCc1ccccc1	-1	9	-0.4	-0.3
O=C(Nc1ccc(S(=O)(=O)Nc2ncccn2)cc1)c1ccc(-c2ccccc2)cc1	12	1	0.2	-0.7
CN1CCN(C(=O)c2cc3nc(-c4ccc(Br)cc4)cc(C(F)(F)F)n3n2)CC1	-7	3	0.0	2.6
O=C(O)/C=C/C(=O)NC1CCCCCC1	-2	3	-0.2	-1.1
Cc1ccnc(SCc2cc(=O)c(OC(=O)Cc3ccc(F)cc3)co2)n1	2	-2	0.0	3.5
CCOCCCN1CC(O)=C(c2nc3ccccc3[nH]2)C1=N	2	-19	0.2	1.7

Entries from the list above that have a furan ring, fused or not, in the order listed:
SMILES	MITF inh	TEAD-YAP inh	FBW7 act	GPR151 activ
CCOC(=O)c1c(C)oc2ccc(NS(=O)(=O)c3ccc(F)c([N+](=O)[O-])c3)cc12	19	11	-0.1	0.8
Cc1ccc(-c2cc(-c3ccc(Cl)cc3)c(C#N)c(N)n2)o1	-3	2	-0.2	-0.8

Remaining list, next part.
SMILES	MITF inh	TEAD-YAP inh	FBW7 act	GPR151 activ
Cc1cc(C)nc(SCC(=O)OCC(=O)Nc2ccccc2C#N)n1	8	4	0.0	-0.7
COc1ccc(C2C=C(c3cccc(Br)c3)Nc3nnnn32)cc1OC (configuration not stated)	0	3	0.0	0.5
COC(=O)C1=C(C)Nc2ncnn2C1c1cccc(Cl)c1Cl (configuration not stated)	-1	0	0.3	0.1
CNC(=O)[C@@H]1C[C@@H](NCc2cccc(C)c2)CN1CC(C)C	-2	0	0.0	0.3
C=CCOC(=O)C1=C(C)NC(C)=C(C(=O)OCC=C)C1c1cn(-c2ccccc2)nc1-c1ccc(C)cc1	-7	1	-0.1	-1.2
O=C(NC1(c2ccc3c(c2)OCO3)CCCC1)c1ccc(N2CCCCS2(=O)=O)cc1	6	-5	0.4	-0.5
CC(=O)N(CC(N)=O)C1(C(=O)Nc2ccc3c(c2)OCCO3)CCCC1	2	-1	0.1	0.6
CSc1cccc(NC(=O)c2cc(S(=O)(=O)N3CCCCC3)c[nH]2)c1	0	3	-0.2	1.4
CC1(C)C(=O)Nc2ccccc2N1C(=O)CN1C(=O)NC2(CCCc3ccccc32)C1=O (configuration not stated)	-2	2	0.1	-0.5
CCOC(=O)C(C(=O)NCCCn1ccnc1)C1CCCCC1 (configuration not stated)	14	-1	0.8	-0.3
CCOc1cc(C2C(C#N)=C(N)Oc3n[nH]c(-c4ccc(Cl)c(Cl)c4)c32)cc([N+](=O)[O-])c1O (configuration not stated)	5	-26	-0.2	-1.4
CCOc1ccccc1/C=C1/C(=O)NN(c2ccccc2)C1=O	29	5	0.0	-0.9
O=C(NCC1COc2ccccc2O1)C(=O)Nc1ccccn1 (configuration not stated)	7	-16	0.1	1.0
COc1ccc(Cl)cc1N(CC(=O)NCCSc1nc2ccccc2s1)S(=O)(=O)c1ccc(C)cc1	28	4	0.2	1.3
CC(NC(=O)c1cccc2ccccc12)c1ccccc1 (configuration not stated)	11	1	0.0	-1.4
COc1cccc(-c2cn3c(n2)sc2cc(C(=O)N4CCC(C(N)=O)CC4)ccc23)c1	1	19	0.2	1.8
CCCc1cc(=O)[nH]c2nnc(SCC(=O)Nc3ccc(OC)cc3)n12	-7	-1	0.5	-0.3
COc1ccccc1N1CCN(Cc2cc([N+](=O)[O-])c3cccnc3c2O)CC1	18	14	-1.0	-0.9
CCC(=O)Nc1cc(Cl)ccc1C(=O)O	-4	8	0.2	0.0
COc1ccccc1OCC(=O)OCC(=O)c1ccc(NC(=O)CC(C)C)cc1	-3	-5	-0.1	0.6
C/C(=C\c1nsc(Nc2ccc(F)c(Cl)c2)n1)Nc1ccc(C)cc1	20	0	1.0	1.3
O=C(Cn1c2ccccc2c2nc3ccccc3nc21)NCCO	-9	5	-0.3	0.6
CCN(CC)C(=O)CN(CCc1ccccc1)S(=O)(=O)c1ccc(C)cc1	-8	1	-0.4	-0.3
NS(=O)(=O)c1ccc(CCNC(=O)CSc2nc3ccsc3c(=O)n2-c2cccc(Cl)c2Cl)cc1	6	5	0.0	-1.8
CCOc1ccc(NC(=S)NC(=O)c2ccccc2)cc1	23	-42	0.4	-0.5
Cc1cc(Cl)ccc1NC(=O)CN(c1c(C)cccc1C)S(C)(=O)=O	-11	-15	-0.2	1.5
O=C(CCn1c(SCC(=O)NCC2CCCO2)nc2cc3c(cc2c1=O)OCO3)NCc1ccc2c(c1)OCO2 (configuration not stated)	0	1	0.2	-0.9
COc1ccc(C(=O)NNC2=NCCCCC2)cc1	-4	-18	0.9	-0.1
Cc1nnc(SCCNC(=O)CC2C(=O)NCCN2C2CCCC2)s1 (configuration not stated)	11	-1	0.3	-1.7
COc1ccc(CN(Cc2ccco2)C(=O)c2cc3ccccc3oc2=O)c(OC)c1	14	-8	0.0	-0.4
O=C(O)c1ccc(CN(Cc2ccc(Cl)cc2)C(=S)Nc2ccc(Oc3ccccc3)cc2)cc1	12	-7	0.8	3.2
CCn1c(SCC(=O)Nc2c(C)cc(C)cc2C)nnc1C1CC1	9	-2	0.1	-0.6
CC1Cc2ccccc2N1C(=O)CSc1nnc(NC2CCCCC2)s1 (configuration not stated)	7	0	0.0	-1.0
COc1ccc(N2C(=O)/C(=C\c3ccccn3)SC2=S)cc1	4	-5	0.2	0.3
Cc1ccc(CC(=O)Nc2nc(-c3ccncc3)cs2)c(C)c1	10	-4	0.1	0.1
CCCOc1ccc(-c2nc(C#N)c(N3CCCC3)o2)cc1	-2	5	-0.1	1.2
O=C1NN(c2cccc(Cl)c2)C(=O)/C1=C\C=C\c1cccc([N+](=O)[O-])c1	9	-10	0.0	0.5
CCOc1ccccc1NC(=O)CSc1nnnn1Cc1ccccc1	1	-6	0.1	-0.7
Cc1cc(C)c(NC2=NCC(=O)N2Cc2cccs2)c(C)c1	12	-2	0.1	-0.1
COc1ccc(S(=O)(=O)NCCc2cn3cccc(C)c3n2)cc1	10	1	1.4	3.4
CC(C)NS(=O)(=O)c1ccc([N+](=O)[O-])cc1	11	6	0.1	1.0
COc1ccc(Br)c(C2Oc3nc(SC)nnc3-c3ccccc3N2C(C)=O)c1 (configuration not stated)	-5	-1	-0.1	-0.3
CC(C)NC(=O)c1ccc2c(c1)NC(=O)c1ccccc1N2	-6	2	0.0	-0.7
OC(COc1ccccc1CN1CCSCC1)CN1CCc2ccccc2C1 (configuration not stated)	15	15	-0.2	-0.3
COc1ccc2nc(C)cc(Nc3ccc(Oc4ccc(Cl)c5ccccc45)c(Cl)c3)c2c1	10	12	-0.1	1.2
CCCc1cc(=O)[nH]c(N2CCN(c3ccccc3)CC2)n1	6	1	-0.2	0.0
Cc1ccc(S(=O)(=O)c2ccccc2)c(C)c1	16	-3	0.0	1.9
O=c1oc2ccccc2c(Nc2ccccc2)c1CN1CCCC1	10	-34	0.4	-1.3
CCC1CCCCN1Cc1ccc(C(=O)NCc2ccc3c(c2)OCO3)c(=O)[nH]1 (configuration not stated)	-1	8	0.0	0.3
COC(=O)N1c2ccccc2NC(=O)CC1C (configuration not stated)	0	-7	0.0	-1.0
COc1cccc(-c2nc(-c3ccc(OC)c(OC)c3)[nH]c2-c2cccc(OC)c2)c1	4	-2	-0.1	-0.3
O=C(Nc1nccs1)c1ccc(-c2cccc([N+](=O)[O-])c2)o1	-1	0	0.1	-0.4
Cc1cc(NC(=O)c2cn(C3CCCCC3)c(=O)c3c2c2ccccc2n3C)no1	-11	-13	0.0	1.5
CCOC(=O)c1c(NC(C)=O)sc2c1CCC(C=O)=C2Sc1ccccc1	7	5	0.0	-0.8
Cc1nc(NC2CCCCC2)c2c3c(sc2n1)CCC3	-1	0	0.0	-0.5
Cc1ccc(N2C(=O)CC(NCc3ccc4c(c3)OCO4)C2=O)cc1 (configuration not stated)	12	11	0.0	0.6
Cc1nc2c(c(=O)[nH]1)CCN(C(=O)c1ccc(Cn3cc(Cl)cn3)o1)C2	12	5	0.0	-1.1
O=S(=O)(NC1CCCCC1)c1ccc(-c2ccccc2)cc1	-6	4	-0.1	0.2
O=C(c1ccc(Cl)c(Cl)c1)N1CCN(Cc2ccccc2)CC1	25	-8	0.1	0.2
CCN1CCCc2cc(CN3CCc4c(nc(N5CCOCC5)[nH]c4=O)C3)ccc21	12	-2	0.1	-0.1

Compound profiles, as listed above.
`O=C(c1ccc(Cl)c(Cl)c1)N1CCN(Cc2ccccc2)CC1` is listed as MITF inh: 25; TEAD-YAP inh: -8; FBW7 act: 0.1; GPR151 activ: 0.2
`CCOC(=O)c1c(NC(C)=O)sc2c1CCC(C=O)=C2Sc1ccccc1` is listed as MITF inh: 7; TEAD-YAP inh: 5; FBW7 act: 0.0; GPR151 activ: -0.8
`COC(=O)N1c2ccccc2NC(=O)CC1C` (configuration not stated) is listed as MITF inh: 0; TEAD-YAP inh: -7; FBW7 act: 0.0; GPR151 activ: -1.0

Next section:
SMILES	MITF inh	TEAD-YAP inh	FBW7 act	GPR151 activ
CC(=O)N1CCc2cc(Br)cc(S(=O)(=O)Nc3cccc(Cl)c3)c21	-11	4	-0.1	-0.6
CN(C)c1ccc(/C=C(/NC(=O)c2ccccc2Br)C(=O)Nc2ccc(Br)cc2)cc1	18	3	0.1	1.0
CCCOC(=O)Cc1c(O)c2ccccc2[nH]c1=O	-4	-9	0.0	1.3
CCOc1cc2c(cc1OCC)C(c1ccc3c(c1)OCCO3)NCC2 (configuration not stated)	0	2	0.1	0.5
CCOC(=O)C1CCN(c2ccc(N3C(=O)C4CCCCC4C3=O)cc2[N+](=O)[O-])CC1 (configuration not stated)	8	14	0.4	1.0
COCCNC(=O)C1CC(c2ccc(F)cc2)=NO1 (configuration not stated)	3	-3	0.1	-0.5
COc1ccc(NS(=O)(=O)c2cc(C)c(C)cc2OC)cc1N1CCCCC1=O	0	8	-0.3	1.3
Cc1ccc(C)c(NC(=O)C2CC(=O)N(C(C)C)C2)c1 (configuration not stated)	14	-4	-0.1	0.0
COc1ccc(OCCCOc2ccc(C=O)cc2)cc1	10	8	0.0	-0.2
CCSc1nnc(NC(=O)CSc2nnc(Cc3cccn3C)n2C)s1	-1	-1	0.2	1.5
O=C(NCCCN1CCCC1=O)c1cccc(C(F)(F)F)c1	-9	3	-0.1	1.0
CCCCOc1ccc2c(C)c(CC(C)C)c(=O)oc2c1	5	-13	0.1	0.6
Cc1cccc(NC(=O)N2CCOc3ccccc32)c1	-3	-8	0.0	3.4
O=C(Nc1cccc(N2CCC(NCc3cccc(-n4cccn4)c3)CC2)c1)C1CC1	-2	10	0.0	-1.1
O=C(Nc1ccc2nn(-c3ccccc3)nc2c1)c1cc([N+](=O)[O-])ccc1Br	3	29	-0.3	-1.5
CC1CCN(Cc2nnnn2CCCC(=O)NC(C)c2cnn(-c3ccccc3)c2)CC1 (configuration not stated)	-1	4	0.0	0.6
O=C(Nc1ccc2c3c(cccc13)CC2)c1ccc(S(=O)(=O)N2CCCC2)cc1	-3	0	-0.1	-1.6
